A549 tox – counter-screen for Nrf2 inhibitors: cytotoxicity in A549 cells; actives 0.16% (n = 390,000); Potency, µM (highest dose often 46 µM), inactives show at the highest dose activity change, negative = cytotoxicity, most hits filed as inhibitors; A549 ARE-Fluc cells, CellTiter-Fluor viability, 18-24 h; also: potency is read from the fitted curve at half-maximal effect; % is scaled to controls: 0 for no effect and ±100 for the full control effect
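A549 ARE-Fluc cells in 5% FBS OPTI-MEM, 5000 cells/well, rested 2 h then exposed to compounds in concentration-response for 18-24 h at 37 °C. Viability by CellTiter-Fluor fluorescence (Ex 405/Em 525) after 30 min; luciferase luminescence (BugLite, 15 min, RT) read afterwards.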
Nrf2 activator – activators of Nrf2 (ARE) signaling; AREc32 ARE-luciferase reporter (MCF7-derived line), luminescence, 24 h; Potency, µM (highest dose often 46.1 µM), for inactives: top-dose activation, hits mostly activators; actives 0.31% (n = 410,000); AID 624171; also: potency is read from the fitted curve at half-maximal effect; % of control where 0% means no effect; nearly all actives have a fitted effect of over 65% in size
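Each well held 1000 AREc32 cells, which were incubated with compound for 24 hr at 37 deg C after overnight attachment, and ARE reporter activity was quantified by firefly luciferase luminescence.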
Nrf2 block – blocks Nrf2 signaling. A549 ARE-Fluc reporter, luciferase luminescence, 18-24 h. Potency, µM (top dose mostly 46 µM), for inactives: top-dose activity change, negative = inhibition, hits mostly inhibitors. actives 2.1% (n = 360,000). AID 504444; also: potency is read from the fitted curve at half-maximal effect; % is scaled to controls: 0 for no effect and ±100 for the full control effect; nearly all actives have a fitted effect of over 60% in size
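A549 ARE_Fluc cells, 5000/well, 5% FBS OPTI-MEM; compounds in dose-response, 18-24 h at 37 °C/5% CO2; CellTiter-Fluor viability read (Ex 405/Em 525), then BugLite luciferase luminescence = Nrf2 activity.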
HepG2 viability – kills HepG2 cells in TGF-b inhibitor counter-screen | HepG2 CAGA-GFP viability, ATP luminescence, 18 h | Potency, µM (titrated, usually from 46.1 µM), inactives show top-dose activity change, negative = cytotoxicity, actives largely listed as cytotoxic | actives 0.76% (n = 410,000) | AID 588856; also: potency is read from the fitted curve at half-maximal effect; some results filed as inactive show a strong effect at the top dose
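HepG2 CAGA-GFP cells (1000/well, DMEM with 1% FBS) received compound, then TGF-beta at 500 pg/mL final, and were incubated 18 hours at 37 degrees C. Viability was read by CellTiter-Glo luminescence. Media-only wells were set as complete cell-killing and DMSO as no toxicity.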
Abeta rescue – A-beta toxicity reversal in yeast | actives 0.063% (n = 410,000) | AID 1347071 | yeast expressing A-beta42, growth rescue, OD600, 48 h; response scale: 0% DMSO, 100% iron-clioquinol control | Potency, µM (doses to about 46.1 µM), for the others: at the top dose growth rescue, usual class: activators; also: potency is read from the fitted curve at half-maximal effect; nearly all actives have a fitted effect of over 55% in size
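Yeast A-beta toxicity model in growth medium with pinned compounds, 48 h at 30 C; growth read as absorbance at 600 nm. Normalized to FeCl3/clioquinol equimolar mix (positive) and DMSO (negative).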
TGFb inhibitor – TGF-b pathway inhibition; actives 1.2% (n = 410,000); Potency, µM (series often up to 46.1 µM), for the others: at the highest dose activity, negative = inhibition, most hits filed as inhibitors; HepG2 CAGA-GFP TGF-b/SMAD3 reporter, GFP fluorescence, 18 h; TGF-beta stimulated, 500 pg/mL final; also: potency is read from the fitted curve at half-maximal effect; % is scaled to controls: 0 for no effect and ±100 for the full control effect; nearly all actives have a fitted effect of over 65% in size
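HEPG2 CAGA-GFP cells (1000/well, DMEM with 1% FBS) were pre-incubated 2 h at 37 degrees C, given compound by pin tool, then stimulated with TGF-beta at 500 pg/mL final for 18 h before per-cell GFP fluorescence imaging.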
MmCpn inh – M. maripaludis TRiC chaperonin inhibition. purified Mm-Cpn ATPase, ADP Transcreener TR-FRET. Potency, µM (series often up to 76.9 µM), for the others: top-dose activity, negative = inhibition, usual class: inhibitors. actives 0.031% (n = 330,000). AID 504842; also: potency is read from the fitted curve at half-maximal effect; % is scaled to controls: 0 for no effect and ±100 for the full control effect; nearly all actives have a fitted effect of over 80% in size
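ATPase read-out: TR-FRET ADP immunoassay (anti-ADP Eu cryptate vs ADP-d2), ex 320 nm, em 590/665 nm; signal drops as ADP forms. Enzyme 25 nM, ATP 10 uM, 30 min at 37°C after 10 min compound preincubation.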
CCT modulator – changes cytosolic chaperonin activity; purified chaperonin ATPase assay, HTRF ADP detection, 30 min; activity change, % (concentration not given with the values), hits read low; actives 0.3% (n = 360,000); AID 651819; in the data active = activity change below about -30%; also: % is scaled to controls: 0 for no effect and ±100 for the full control effect
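ATPase activity: ADP formed was measured by HTRF Transcreener (665/615 nm ratio) after 30 min at 37 deg C with 10 uM ATP. Compounds screened at one 76 uM concentration against 40 or 20 nM TRiC in Tris pH 7.4/KCl/MgCl2/DTT buffer.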
pAkt inh – blocks phosphorylation of Akt | Neuro2A IGF-stimulated pAkt S473 HTRF, 20 min; stronger effect = lower value | activity change, % for hits at 50 µM | actives 0.32% (n = 360,000); in the data active = activity change below about -80%; inconclusive = mostly about -51% to -80%; also: % is scaled to controls: 0 for no effect and ±100 for the full control effect
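Neuro2A cells (4,500/well, DMEM with 0.5% FBS) were treated with compound at a single 50 µM final concentration, stimulated with 6 nM IGF for 20 min at 37 °C, and lysed. Phospho-Akt Ser473 was read by HTRF as 665/615 ratio ×10^4.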
Active calls of the source: *; i = inactive; u = inconclusive; x = not tested or not shown; & = joins results of further samples; [ ] = dose if it differs, or a comment. Unless noted, calls follow the shape of the dose curve; as a rule, active = well fitted curve in the direction sought with a large enough effect; inconclusive = small, poorly fitted or top-dose-only effect, or another doubt; inactive = no such curve, though single readings can be large; an effect the other way counts as inactive or inconclusive.

Each structure is followed by: A549 tox, Nrf2 activator, Nrf2 block, HepG2 viability, Abeta rescue, TGFb inhibitor, MmCpn inh, CCT modulator, pAkt inh
CC(=O)c1c(C)n([O-])c2ccc(C)cc2[n+]1=O
  2.7%, 2.7%, 2.2%, -6.2%, 11.9%, 3.7%, 0.5%, 0.6, i
COc1cccc(OCCOc2ccc(/C=C3/SC(=S)NC3=O)cc2)c1
  -5.7%, -0.1%, -3.7%, 3.7%, 3.8%, -1.1%, 0.7%, 0.6, i
COc1c(/C=N/NC(N)=S)c(C)nn1-c1ccccc1
  -0.1%, 4.6%, -4.0%, -54.2%, -25.2%, -17.1%, 2.1%, -3.7, i
O=C(c1ccccc1F)N(Cc1ccc2c(c1)OCO2)Cc1cc2cc3c(cc2n2nnnc12)OCO3
  -8.9%, -0.9%, 7.1%, 6.8%, 12.2%, -2.1%, -1.3%, -2.0, u
COCC(C)N1CCC(n2nccc2NC(=O)c2ccc3c(c2)OCO3)CC1 (centres undefined)
  0.4%, 0.3%, 20.0%, -3.3%, 9.8%, 12.1%, -0.6%, 0.4, i
C[C@H](CO)N1C[C@H](C)[C@@H](CN(C)C(=O)Nc2ccccc2)Oc2c(cccc2N(C)C)C1=O
  -3.5%, -1.0%, 7.0%, 1.1%, -0.7%, 4.8%, -0.4%, -0.4, i
c1ccc(COc2ccccc2CNC23CC4CC(CC(C4)C2)C3)cc1
  -3.7%, 8.6%, u, 10µM*, 9.3%, u, 2.7%, 0.8, i
O=c1c(C=NCc2cccnc2)c(C(F)(F)F)[nH]n1-c1nc2ccccc2s1
  -7.7%, -1.6%, 27.5%, -37.3%, -43.6%[inhibitor], -11.3%, 3.7%, -7.3, i
Cc1cccc(NC(=O)CSc2nc3ccccc3nc2N2CCCCC2)c1C
  -2.2%, 0.1%, 2.7%, -16.2%, -16.1%, 14.2%, x, x, x
Cc1ccc(-c2nc(N/N=C/c3ccccc3[N+](=O)[O-])c3ccccc3n2)cc1
  6.4%, 3.5%, 15.1%, -2.8%, 1.7%, -0.9%, -3.3%, 0.6, i
CC(C(=O)Nc1ccc([N+](=O)[O-])cc1)N1CCN(C/C=C/c2ccccc2)CC1 (centres undefined)
  -0.7%, 8.1%, -1.0%, -5.0%, -2.0%, -15.4%, 0.6%, -0.6, i
CCN(CC)/C(=N/O)NC(=O)NS(=O)(=O)c1ccc(C)cc1
  -8.9%, -0.2%, x, -4.6%, 12.8%, -2.3%, x, -2.3, i
CCc1c(O)nc(SCC(=O)N2CCOCC2)n(-c2ccccc2)c1=O
  7.9%, -0.2%, x, 0.0%, 2.9%, 10.3%, 1.2%, -7.1, i
COc1cccc(NC(=S)NN2CCN(C)CC2)c1
  11.6%, 2.6%, x, -0.7%, 1.0%, 3.8%, -1.7%, 1.7, i
O=C(O)CCCC(=O)Nc1ccc(Br)cc1C(=O)O
  -5.1%, 0.3%, 2.3%, 3.4%, 5.1%, 8.9%, 0.8%, -2.2, i
COCCN(C(=O)COC(=O)C1(c2ccccc2)CC1)c1c(N)n(CC(C)C)c(=O)[nH]c1=O
  -6.4%, 0.0%, -7.1%, 3.5%, 13.5%, 0.0%, 3.4%, -0.3, i
Cc1cc2c3nonc3ccc2n1-c1ccccc1
  0.0%, 1.8%, u, -9.9%, -8.7%, 11.8%, 1.5%, -2.1, i
Oc1cccc(CCC2CCCCN2Cc2cn[nH]c2-c2ccc3c(c2)OCO3)c1 (centres undefined)
  1.8%, 0.6%, 10.7%, -1.1%, -10.7%, -0.3%, -13.7%, -1.9, i
Cc1cc(Br)cc(Br)c1OCC(=O)NNC(=O)c1ccoc1C
  5.7%, 0.3%, -1.2%, -9.6%, 3.8%, 3.4%, -0.3%, -3.0, i
O=S(=O)(NC1CCCCC1)c1ccc(F)c2ccccc12
  -27.7%, 0.2%, u, -2.4%, 3.6%, u, 0.3%, -0.7, i
COc1cccc(OC)c1C(=O)Nc1nc2ccc(S(C)(=O)=O)cc2s1
  -15.4%, -0.5%, u, -6.8%, 11.0%, -9.9%, 1.3%, -0.1, i
O=C1CSC(c2cccc(F)c2)N1c1ccccc1F (centres undefined)
  1.4%, 0.0%, 7.5%, 1.7%, 1.2%, 14.2%, 0.4%, 0.1, i
COc1ccc(-c2cn(CC3CCCCC3)nn2)cc1
  -10.1%, 1.1%, 26.6%, 0.9%&-18.9%, 0.0%, 6.5%&-23.1%, -1.4%, -0.8, i
CCOc1cc(/C=N/NC(=O)CSc2cccc3cccnc23)ccc1O
  2.1%, 10.9%, 1.7%, -25.7%, -14.1%, 2.5%, -0.6%, 5.2, i
Cc1ccc(-c2nc3ccc(NS(=O)(=O)c4ccccc4)cc3[nH]2)o1
  -11.1%, 5.9%, -11.4%, -20.3%, 2.7%, -5.1%, -0.3%, 0.9, i
COC(=O)c1[nH]c2cc(OC)ccc2c1N
  -7.6%, 2.8%, u, -14.0%, 4.3%, 6.7%, -28.2%, 0.8, i
NC1=NC(=O)C(c2ccccc2)C(=O)N1 (centres undefined)
  -1.4%, -0.7%, -0.3%, -2.2%, -2.1%, -2.9%, x, -0.5, i
Cn1cccc1C(=O)C(=O)Nc1ccccc1
  -0.4%, 4.3%, x, -42.6%, -24.4%, 2.4%, 0.6%, 0.2, i
CC(C)CCN(CC(=O)NC1CCCC1)C(=O)C(=O)Nc1ccc2c(c1)OCCO2
  -5.1%, 0.4%, -22.2%, 4.3%, 1.9%, 5.5%, 4.3%, -2.1, i
Cc1c(OCC(N)=O)ccc2c(-c3ccccc3)cc(=O)oc12
  4.8%, -0.3%, 1.8%, -6.0%, 3.9%, 3.3%, -1.8%, 0.1, i
CC1CCCCN1S(=O)(=O)c1ccc(C(=O)N2CCOCC2)cc1 (centres undefined)
  -0.1%, 0.3%, -9.0%, 3.1%, -1.4%, 4.3%, 0.7%, 0.6, i
CCOc1ccccc1NC(=O)CSc1nccn1-c1ccccc1
  0.1%, 2.2%, x, 1.6%, 28.7%, 10.5%, -2.0%, 1.5, i
O=C(NCc1cccc(Cl)c1)C1CCC(=O)N(C2CC2)C1 (centres undefined)
  0.2%, -0.6%, 15.5%, 0.1%, 3.2%, 13.7%, -1.2%, 0.2, i
Cc1ccc(N(CC(=O)NC(C)(C)C)C(=O)CCC(=O)Nc2nccs2)cc1C
  0.1%, -0.4%[9.22 µM], -19.1%, -0.8%, 1.1%, -3.1%, -6.1%, -1.7, i
O=C(O)Cc1ccc(C(=O)c2ccccc2)s1
  4.9%, -1.1%, 1.7%, -10.7%, -9.0%, 4.8%, -0.5%, -2.6, i
COCC(C)n1c(SCC(=O)N2CCCCC2)nc2ccccc2c1=O (centres undefined)
  0.0%, 0.5%, 0.2%, -2.4%, 9.1%, -2.9%, -2.0%, 0.1, i
Cc1c(C(N)=O)sc(N)c1C(=O)OC(C)C
  -4.1%, -0.7%, -9.3%, -5.6%, -1.2%, 18.7%, -3.4%, -0.5, i
CCC(CO)Nc1nc(CN2CCCCC2)nc2scc(-c3ccccc3)c12 (centres undefined)
  u, 2.7%, -7.4%, -24.4%, -4.8%, -26.2%, 0.3%, 1.7, i
C/C(O)=C(\C#N)c1nnc2n1CCCCC2
  -4.5%, -0.6%, 4.0%, 5.3%, 6.7%, -0.3%, 0.7%, -1.8, i
Cc1ccccc1S(=O)(=O)NC(=O)C1(C)CCN1C(=O)C1(c2ccc(Cl)cc2)CC1 (centres undefined)
  x, -0.5%, x, 3.7%, -14.3%, 7.2%, x, -1.2, i
CCOc1cc(C2NC(=O)NC(C)=C2C(=O)OCC2CCCCC2)ccc1O (centres undefined)
  -19.3%, 3.6%, u, -17.3%, 12.5%, -12.5%, u, 1.1, i
COCCn1c(=N)c(C(=O)NCc2ccco2)cc2c(=O)n3cc(C)ccc3nc21
  -0.4%&1.0%, 2.6%&3.7%, 0.6%&8.4%, -4.6%&3.6%, -10.6%&-1.8%, -11.9%&-6.6%, 0.4%, -1.3, i
COc1ccccc1/C=C/C=N/NC(=O)CN1CCN(Cc2ccccc2)CC1
  -0.1%, 0.2%, -8.0%, -21.8%, 3.6%, 6.7%, -0.4%, -0.6, i
CCN(C(=O)COC(=O)c1ccccc1O)c1nc2ccccc2s1
  1.4%, 0.2%, 24.9%, 2.2%, -0.8%, -2.5%, 1.8%, -10.8, i
Clc1cccc(CNCCCSc2ncccn2)c1
  1.6%, -0.6%[9.22 µM], 6.3%, -1.6%, 0.7%, 16.7%, -0.8%, 2.3, i
Cc1ccnc(NC(=O)CCC(=O)N(CC(=O)NC2CCCCC2)Cc2ccccc2)c1
  4.7%, 0.7%, -2.7%, -4.3%, -19.5%, 4.5%, -2.2%, -1.3, i
COC(=O)[C@]12CCCCC=C1N(Cc1ccccc1)C(=O)[C@H](CC(=O)N1CCSCC1)C2
  x, -0.1%, x, x, -6.4%, x, x, -1.6, i
